Tb PFK block: inhibitors of T. brucei phosphofructokinase; O15648; Potency, µM (titrated, usually from 57.5 µM), inactives show at the highest dose activity, negative = inhibition, actives largely listed as inhibitors; actives 0.17% (n = 330,000); T. brucei PFK, ADP-Glo luminescence; AID 485367;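 also: potency is read from the fitted curve at half-maximal effect; 0% = uninhibited 1x PFK enzyme wells and -100% = no-enzyme wells; nearly all actives have a fitted effect of over 60% in size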
Target sequence (O15648 whole entry, looked up): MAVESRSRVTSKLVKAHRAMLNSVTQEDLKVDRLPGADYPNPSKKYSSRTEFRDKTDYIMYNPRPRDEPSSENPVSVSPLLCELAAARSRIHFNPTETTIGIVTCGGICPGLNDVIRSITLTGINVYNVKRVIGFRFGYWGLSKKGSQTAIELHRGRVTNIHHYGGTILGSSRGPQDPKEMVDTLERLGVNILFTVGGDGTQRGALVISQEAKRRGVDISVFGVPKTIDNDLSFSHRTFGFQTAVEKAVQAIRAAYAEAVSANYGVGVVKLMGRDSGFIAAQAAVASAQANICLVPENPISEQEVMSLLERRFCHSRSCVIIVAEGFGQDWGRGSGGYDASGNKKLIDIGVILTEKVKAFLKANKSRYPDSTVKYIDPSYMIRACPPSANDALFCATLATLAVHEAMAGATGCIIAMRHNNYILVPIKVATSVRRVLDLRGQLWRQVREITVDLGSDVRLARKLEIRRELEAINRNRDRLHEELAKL
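PFK 1.25 nM, F6P 0.5 mM, ATP 0.1 mM, 0.1 M TEA pH 8.0, 5 mM MgCl2, 0.01% Tween20, 0.1% BSA; 45 min RT. ADP-Glo readout. qHTS titration up to 57 uM; curves fitted, compounds curve-classed.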
Chronic BCR inh: inhibitors of chronic active B-cell receptor signaling; ABC-DLBCL IkBa-CBG/CBR reporter, luminescence ratio, 4 h; Potency, µM (top dose mostly 46.1 µM), for inactives: top-dose ratio change, negative = lower green/red ratio, hits mostly inhibitors; actives 0.05% (n = 340,000); active = well fitted inhibition curve with a large enough effect in the signal ratio, with a control signal flat, not every such curve was filed as active; inconclusive = small, poorly fitted or top-dose-only effect, or effect the other way, or a change in a side signal; the % refers to the signal ratio;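 also: potency is read from the fitted curve at half-maximal effect; plate controls were basal doxycycline-induced cells for no effect and cells given 10 µM MG132 for full effect; MG132 reads +100%, hits lower the ratio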
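Concentration-response series (up to 46 uM) were applied to TMD8 dual-reporter cells for 4 h at 37C with doxycycline. Green/red ratio, after filter-overlap correction, defined %Activity; red signal alone was normalised to basal cells and zero luminescence.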
CXXC DNA block: MLL CXXC-DNA interaction inhibition; Q03164; MLL-CXXC / FITC-HOXA9 DNA fluorescence polarization; Potency, µM (doses to about 115 µM), inactives show at the highest dose activity change, negative = inhibition, usual class: inhibitors; actives 0.037% (n = 290,000); AID 2662; active = well fitted inhibition curve with a large enough effect in the polarisation, with a control signal flat, not every such curve was filed as active; inconclusive = small, poorly fitted or top-dose-only effect, or effect the other way, or a change in a side signal; inactive = no such curve, though single readings can be large or run the other way; the % refers to the polarisation; also: potency is read from the fitted curve at half-maximal effect
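Purified MLL-CXXC (added from a 7 uM solution) was preincubated 5 min at ambient with pinned compounds in 50 mM Tris-HCl pH 7.5, 50 mM NaCl, 1 mM DTT, 0.05% BSA. Fluorescein-labeled HOX-A9 DNA (50 nM solution) followed, 30 min, then polarization read.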
Coupling enz: coupling enzyme interference in Giardia aldolase counter-screen. coupling enzyme system counterscreen, AmpLite Red fluorescence. activity change, negative = inhibition, % at 58.2 µM, hits read low. actives 0.67% (n = 290,000); in the data active = activity change below about -30%; also: % is scaled to controls: 0 for no effect and ±100 for the full control effect
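Coupling enzymes only (glyceraldehyde-3-phosphate) + compound, at 57.5 uM final, 10 min RT; add substrate/coupling/AmpLite Red mix, 20 min RT; fluorescence ex 525/em 598 nm. Actives flag coupling-system interference.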
hERG WT inh: KCNH2 (human, wildtype) channel inhibition | Q12809 | U2OS, BacMam KCNH2, thallium flux FluxOr; active compounds read low | activity change, % at 1.84 µM | actives 0.37% (n = 340,000) | AID 720551;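 active = maximum activity change below -70%; inconclusive = maximum activity change between -70% and -50%; inactive = maximum activity change above -50%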; also: % is scaled to controls: 0 for no effect and ±100 for the full control effect
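U2OS cells transduced with wild-type KCNH2 virus are loaded with FluxOr dye for 45 min, and thallium flux is measured in kinetic reads before and after stimulation buffer. Rate constants are normalized to DMSO controls.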
GALK inh: inhibitors of human galactokinase. P51570. Purified GALK, Kinase-Glo residual ATP luminescence. Potency, µM (series often up to 57.5 µM), for the others: at the top dose activity change, negative = inhibition, usual class: inhibitors. actives 0.007% (n = 270,000). AID 1868; also: potency is read from the fitted curve at half-maximal effect; % is scaled to controls: 0 for no effect and ±100 for the full control effect
Target sequence (P51570 whole entry, looked up): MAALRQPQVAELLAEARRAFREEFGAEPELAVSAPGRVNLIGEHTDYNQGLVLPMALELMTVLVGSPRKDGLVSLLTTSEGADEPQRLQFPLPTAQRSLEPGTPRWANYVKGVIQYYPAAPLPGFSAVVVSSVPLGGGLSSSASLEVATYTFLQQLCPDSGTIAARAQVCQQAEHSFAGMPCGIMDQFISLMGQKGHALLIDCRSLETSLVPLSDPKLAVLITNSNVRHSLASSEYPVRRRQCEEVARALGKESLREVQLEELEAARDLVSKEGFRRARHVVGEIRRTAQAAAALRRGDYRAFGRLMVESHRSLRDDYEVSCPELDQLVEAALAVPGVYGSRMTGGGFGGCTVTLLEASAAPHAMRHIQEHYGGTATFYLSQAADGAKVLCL
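Kinase-Glo Plus luminescence measured ATP left after a 1 h room-temperature reaction. The reaction used 5 nM GALK, 100 uM galactose and 35 uM ATP at pH 8.0 (20 mM HEPES, 5 mM MgCl2, 60 mM NaCl, 1 mM DTT, 0.01% BSA).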
TSHR antagonist: blocks TSH signaling through the human TSH receptor. P16473. TSHR-expressing cells, TSH-stimulated cAMP HTRF, 2 h; active compounds read low. activity change, negative = inhibition, % at 11.5 µM. actives 0.2% (n = 330,000);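 active = activity change below a set negative limit, meaning inhibition stronger than a set level, cut at about -70% in these data; inconclusive = activity change between two set negative limits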; also: % is scaled to controls: 0 for no effect and ±100 for the full control effect
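TSHR-expressing cells, 200/well, pre-treated with compound, then stimulated with EC80 TSH (4nM final) for 2 hours at 37 deg C. cAMP measured by competitive HTRF: anti-cAMP cryptate antibody in lysis buffer plus cAMP-d2, read after 30 minutes at room temperature.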
TCR act: activators of T cell receptors; 330,000 tested, under 10 active; primary human leukocytes, anti-CD3, IL-2 HTRF, 48 h; Potency, µM (series often up to 9.22 µM), for the others: at the top dose activation of IL-2 secretion, hits mostly activators; AID 504894; also: % of control where 0% means no effect
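1) Mix primary human leukocytes, a-CD3 beads and compound. 2) Incubate 48 hr. 3) Add HTRF IL-2 reagents (a-IL-2-K, a-IL-2-d2).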
A-T KAP1 phos: potential ataxia-telangiectasia treatments restoring KAP-1 phosphorylation | AID 485349 | […] A-T fibroblasts, KAP-1 phosphorylation AlphaLISA; neocarzinostatin DNA damage 30 min before lysis | actives 0.19% (n = 320,000) | Potency, µM (series often up to 57.5 µM), inactives show at the highest dose activation, usual class: activators; also: potency is read from the fitted curve at half-maximal effect; % of control where 0% means no effect; nearly all actives have a fitted effect of over 45% in size
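hTERT-immortalized A-T patient fibroblasts ([…]), 500 cells/well in OPTI-MEM, 1% FBS, got compounds for 60 min, then NCS for 30 min at 37C. Lysates were then assayed for phospho-KAP-1 by AlphaLISA (anti-pKAP1 donor, anti-KAP1 acceptor beads), 6 hr at 25C.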
Giardia kill: kills Giardia lamblia; Giardia lamblia trophozoite viability; activity change, % at 7.66 µM, hits read low; actives 0.15% (n = 340,000); AID 540267; in the data active = activity change below about -80%; inconclusive = between about -30% and that limit;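 also: parasites exposed to compound for two days anaerobically before the ATP read; % is scaled to controls: 0 for no effect and ±100 for the full control effect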
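Each well holds 100 Giardia trophozoites and compound. After two days (48 hrs) at 37 deg C in anaerobic conditions, ATP is quantified by luminescence.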
* = called active by the depositor; ? = inconclusive; / = no result given; [ ] = another dose, or the depositor's remark. Unless noted, calls follow the shape of the dose curve; as a rule, active = well fitted curve in the direction sought with a large enough effect; inconclusive = small, poorly fitted or top-dose-only effect, or another doubt; inactive = no such curve, though single readings can be large; an effect the other way counts as inactive or inconclusive. Rows are unselected. About 1.6% of those tested had a hit in this group.

Every second line gives: Tb PFK block	Chronic BCR inh	CXXC DNA block	Coupling enz	hERG WT inh	GALK inh	TSHR antagonist	TCR act	A-T KAP1 phos	Giardia kill
Cc1cccc(-c2nc3ccccc3c3nncn23)c1
  0%	10%	-14%	-1	-13	0%	6	/	8%	4
C=CCC1(Cl)C(=O)C(Cl)=C(N2CCOCC2)C1(OC)OC (stereo not drawn)
  0%	0%	12%	4	-1	-1%	-5	7%	-11%	-17
OCCCCNCc1ccc(OCc2ccc(Cl)cc2)cc1
  13%	?	-2%	3	30	3%	4	/	1%	-10
Cc1ccc(NC(=O)COC(=O)C2CCC2)cc1S(=O)(=O)N1CCOCC1
  3%	1%	/	/	-3	/	8	0%	-1%	11
CN(CCc1cnn(C)c1)Cc1nc(CC2CC2)no1
  0%	-3%	18%	2	-15	0%	-5	-2%	-2%	-1
CN(C)/N=C1\CCS(=O)(=O)c2sccc21
  -1%	-1%	11%	0	/	2%	-2	3%	0%	3
CN(C)c1cc[n+](CC(=O)N2c3ccccc3Sc3ccccc32)cc1
  -2%	3%	-3%	3	47	0%	0	-6%	-1%	8
COc1c(O)ccc(/C=N/NC(=O)c2ccc3c(c2)OCCO3)c1[N+](=O)[O-]
  13%	-18%	-20%	-1	29	-4%	-4	-2%	7%	13
Cc1ccc(S(=O)(=O)N(C)c2ccccc2C(=O)Nc2ccc3c(c2)OCCO3)cc1
  -1%	-3%	-1%	1	5	5%	-3	4%	-42%	-1
C=CCNC(=O)/C(=C/c1ccccc1OCC)NC(=O)c1ccccc1
  -1%	1%	8%	-2	-1	0%	-7	1%[46.1 µM]	2%	16
Cc1cccc(OCCC(=O)OC(C)C(=O)Nc2ccc(Cl)cn2)c1 (stereo not drawn)
  0%	-2%	/	/	-10	/	-15	0%	1%	8
O=c1c2cc(NC(=S)N3CCCCCC3)ccc2nc2n1CCCCC2
  -3%	8%	1%	-5	3	13%	-7	0%	-1%	5
CC1CCN(C(=O)Oc2ccccc2)CC1
  5%	-1%	-1%	0	-10	0%	4	5%	4%	3
COCCCn1c(=S)[nH]c2ccc(N3CCOCC3)cc2c1=O
  2%	?	3%	2	-5	1%	3	-1%	8%	-5
O=C(COC(=O)CCSc1ccc(Cl)cc1)NCc1ccccc1Cl
  6%	8%	12%	-2	-28	1%	-9	4%[46.1 µM]	20%	2
COc1ccc2c(c1)C(C)CC(C)(C)N2C(=O)Nc1ccccc1 (stereo not drawn)
  -2%	-14%	-4%	-1	1	/	-5	4%	3%	16
C#CCOCCOCCOCCNc1nc(N2CCN(C(=O)Cn3cc(CCCN=C(N)N)nn3)CC2)nc(N2CCN(C(=O)[C@H](CCCCN)n3cc(CCCC)nn3)CC2)n1
  -12%	1%	/	/	-7	/	13	-43%	13%	12
CCc1nc2ccccc2n1CC(O)COCC1CC=CCC1 (stereo not drawn)
  -1%	5%	-11%	-1	10	-2%	-15	12%	3%	-6
COc1ccc(CC(=O)O/N=C(\N)c2ccccc2)cc1OC
  2%	?	-8%	2	7	-1%	2	2%	7%	-1
CCCC(=O)N(C)c1nnc(-c2ccc(OC)cc2)s1
  2%	1%	5%	1	-22	2%	-3	-2%	6%	-21
O=C(CCCOc1ccc(Cl)cc1Cl)NCCCO
  -13%	0%	2%	0	-3	0%	19	-1%	-6%	7
COC(=O)c1sc(=S)sc1C(=O)OC
  3%	-6%	?	1	-5	2%	3	1%	10%	-4
Cc1cccc(C)c1NS(=O)(=O)c1ccc(F)cc1
  -4%	2%	-8%	-3	1	2%	12	1%	6%	-3
CC(=O)Nc1ccc(NC(=S)NC(=O)/C=C/c2ccco2)cc1
  0%	-4%	-18%	-1	-4	-2%	-2	2%	-3%	13
CC(=O)Nc1cccc(NC(=O)CSc2nc(=O)n(CCN3CCOCC3)c3c2CCCC3)c1
  -7%	0%	/	/	-5	/	-8	0%	5%	7
CCN1C(=O)CS/C1=C(\C#N)S(=O)(=O)c1ccccc1
  1%	1%	20%	-2	-18	1%	-7	10%	-4%	-4
N=c1c2cn[nH]c2nc(SCC(=O)c2ccc(Br)cc2)n1-c1ccc(Br)cc1
  0%	?	-6%	4	-9	-7%	-2	7%	-1%	10
C=CCC[C@@H](Cc1ccc(F)cc1)C(=O)OC[C@H](C)NC(=O)[C@H](CC=C)CC(=O)N(CCO)Cc1ccccc1
  0%	?	/	/	14	/	-13	1%	5%	8
Cc1cc(C)cc(NC(=S)N2CCN(CCO)CC2)c1
  -9%	6%	-2%	4	-1	1%	5	-2%[46.1 µM]	-18%	-1
S=c1[nH]nc(CCc2nc3ccccc3[nH]2)n1-c1cccc(Cl)c1
  -13%	8%	-17%	1	-3	5%	2	2%	-5%[11.5 µM]	-3
CSCC[C@H](NC(=O)OC(C)(C)C)c1nnc(SCc2ccccc2)o1
  1%	-8%	-8%	-4	10	4%	-30	-10%	21%	4
Cc1cccc(CSCc2ccc(C(=O)NC3CCCC3)o2)c1
  2%	?	6%	1	-2	-3%	-9	-3%	4%	-2
COc1ccccc1C(=O)COC(=O)CNS(=O)(=O)c1ccc(C)c(C)c1
  -10%	-6%	/	/	-5	/	11	-2%	-1%	-7
CCCN1CCN(CC(=O)Nc2cc(OCC)ccc2OCC)CC1
  -3%	3%	-9%	0	6	2%	0	-12%	-7%	-2
CCOc1cc(/C=C2/NC(=O)NC2=O)cc(Br)c1OCc1ccc(C(=O)O)cc1
  ?	5%	?	14	0	-1%	-6	-2%	9%	-1
O=C(c1ncn(Cc2ccccc2)c1C(=O)N1CCN(c2ccccc2)CC1)N1CCN(c2ccccc2)CC1
  2%	-2%	/	/	5	/	25	-11%	-7%	4
CN(C)/C=N/NC(=O)c1ccccc1
  -7%	?	10%	-1	2	7%	7	1%	5%	4
O=C(NCc1ccc(Cl)cc1)C1CCCN1C(=O)Nc1ccccc1 (stereo not drawn)
  3%	4%	3%	3	-10	0%	-1	/	-1%	-17
O=c1c2c(-c3ccc(Cl)cc3)csc2nc2n1CCC2
  3%	0%	5%	7	-3	-2%	-13	0%	5%	-11
CCc1nc2cc(C)nn2c2nc3ccccc3n12
  3%	7%	0%	5	-5	-1%	11	1%	3%	8
COc1nc(C)nc2c1sc(=S)n2C
  3%	-3%	0%	6	-1	0%	6	-3%	-2%	?
CCOc1cc(C(C(=O)NCC2CCCO2)N(C(=O)Cn2nnc3ccccc32)c2ccccc2C)ccc1O (stereo not drawn)
  -2%	2%	-3%	-1	-7	7%	-3	5%	-1%	12
CS(=O)(=O)c1ccc2nc(NC(=O)CS(=O)(=O)Cc3ccccc3)sc2c1
  2%	2%	16%	3	33	-1%	-14	-5%	9%	4
CC/S(CC1CC1(Cl)Cl)=N\S(=O)(=O)c1ccc(C)cc1 (stereo not drawn)
  2%	10%	-4%	1	5	0%	-13	3%	-2%	11
Cc1ccc(NC(=O)C2CCN(S(=O)(=O)c3cccs3)CC2)cc1
  -5%	1%	6%	1	10	1%	27	0%	-6%	-5
COCCn1c(-c2ccccc2)cnc1N
  0%	?	17%	0	3	3%	0	/	5%	0
NC(=O)c1nsc(C(=O)N(Cc2cccnc2)C(C(=O)NCc2ccc(F)cc2)c2ccc(O)cc2)c1N (stereo not drawn)
  3%	?	-2%	1	2	-2%	10	-3%	5%	1
COC(=O)c1sc(N)c(C(=O)OC)c1CSc1nnnn1C
  2%	10%	6%	-1	-2	4%	-3	-20%	12%	35[activator]
Cc1ccc(C(=O)N2CCOCC2)cc1[N+](=O)[O-]
  -1%	-1%	-9%	3	6	0%	-2	-5%[46.1 µM]	2%	-11
Cc1ncoc1C(=O)N1CCCC(C(=O)c2ccc(C(F)(F)F)cc2)C1 (stereo not drawn)
  0%	3%	24%	6	-6	1%	-17	-2%	-5%	-4
COc1ccc(OC)c(NC(=O)c2csc(Cl)c2OC)c1
  4%	2%	32%[activator]	1	-12	-2%	-3	-4%	24%	10
CCc1ccc(/C=C2/SC(=S)N(CC(=O)Nc3nc4ccccc4s3)C2=O)cc1
  3%	-1%	3%	-3	1	-2%	-3	-1%	-4%	10

Ordered by the number under GALK inh (ascending): some entries from above.
Structure | GALK inh
NC(=O)c1nsc(C(=O)N(Cc2cccnc2)C(C(=O)NCc2ccc(F)cc2)c2ccc(O)cc2)c1N (stereo not drawn) | -2%
COCCn1c(-c2ccccc2)cnc1N | 3%
CCOc1cc(C(C(=O)NCC2CCCO2)N(C(=O)Cn2nnc3ccccc32)c2ccccc2C)ccc1O (stereo not drawn) | 7%

Screening data from PubChem.
